# Screening results: PubChem, Sanford-Burnham Center for Chemical Genomics
# Rat MKP-3 inhibitors – inhibition of rat DUSP6 enzyme activity – biochemical, in vitro, primary screen (AID 425); recombinant MKP-3 phosphatase activity, fluorescence; higher % means a stronger effect; one-dose inhibition, % at 20 µM; IC50 in µM for titrated hits; 110,000 compounds, 0.17% hits; in the data active means inhibition above about 50%;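 further: plate controls were vehicle for no effect and reference inhibitor for full effect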
# Hsp70 displacement – Hsp70 inhibitors, probe displacement, primary screen, biochemical, fluorescence polarization (AID 583). Hsp70 fluorescence polarization probe displacement, mP; higher % means a stronger effect. one-dose displacement, % at 20 µM; IC50 in µM for titrated hits. 140,000 compounds, 0.06% hits; in the data active means displacement above about 50%;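 further: plate controls were vehicle for no effect and reference ligand for full effect; a part of the inactive calls stands beside numbers as strong as those of hits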
# Active calls of the source: *; · = not tested or not shown; & = joins results of further samples. These rows are one share of the data; the hit share may differ from the screen's.
SMILES,Rat MKP-3 inhibitors,Hsp70 displacement
COc1cc(/C=C2/C(=O)NC(=O)N(c3ccccc3C)C2=O)ccc1OCCOc1ccccc1,4%,-4.2%
Cc1ccc(-n2[nH]c(=O)c(/C=c3/c(C)c(C#N)c4nc5ccccc5n4c3=O)c2O)cc1C,67%*,83%*
CCC(C)NCCCOc1cc(Cl)ccc1Cl (stereo not drawn),·,-2.2%
CCc1cccc(NC(=O)CN(c2ccc(OC)cc2)S(=O)(=O)c2c(C)n[nH]c2C)c1,-13%,-2.8%
CC1CC2(NC(=O)NC2=O)C(C)CN1C (stereo not drawn),·,-4.0%
Clc1ccc(CCNc2ncnc3nc[nH]c23)cc1,-6%,-6.4%
Cc1c(NC(=O)CSc2nc3ccccc3n2C)c(=O)n(-c2ccccc2)n1C,-9%&0%,2.0%&4.9%
O=C(O)c1ccc2c(c1)C(=O)N(c1ccc(NC(=O)c3ccc(Cl)cc3Cl)c(Cl)c1)C2=O,3%,-0.9%
CCN1CCN(Cc2c(O)c(Cl)cc3c(C)cc(=O)oc23)CC1,-3%,-0.7%
COc1ccc(Nc2ncnc3c2cnn3-c2ccccc2)cc1OC,-2%,0.7%
COC(=O)C1CCN(Cc2cc(=O)oc3cc(OC)ccc23)CC1,-8%,3.6%
COc1cc(OC)c(C2NC(=O)NC(C)=C2C(=O)Nc2ccccc2C)cc1OC (stereo not drawn),0%,3.1%
COc1ccccc1CC1CC(=O)N(c2cccc(Cl)c2C)C1=O (stereo not drawn),3%,-8.0%
COC(=O)C[n+]1ccccc1CCC#N,2%,2.0%
Cc1cccc(NC(=O)C2COc3ccccc3O2)c1 (stereo not drawn),2%,-0.3%
Cc1cc(C)c(NC(=O)CC(C)(C)C)c(Cl)c1,·,4.6%
Cc1ccc(/C=N/c2sc3c(c2C#N)CCC3)o1,·,-1.7%
CCOc1cc(/C=C2\SC(N)=NC2=O)cc(Br)c1OS(=O)(=O)c1ccc(C)cc1,0%,0.3%
O=C(c1ccc2nc(N3CCCCC3)sc2c1)N1CCN(c2ccccn2)CC1,-6%,2.6%
CCN1CCN(CC(=O)n2c3c(c4ccccc42)CC(C)CC3)CC1 (stereo not drawn),-2%,2.2%
O=C1/C(=C/c2ccccc2)SC(=S)N1c1ccccc1Cl,-4%,1.8%
COC(=O)C(NC(C)=O)(Nc1nc2ccc(S(C)(=O)=O)cc2s1)C(F)(F)F (stereo not drawn),2%,-9.8%
COc1ccc(C=Nc2ccc(C)c(F)c2)cc1OC,-2%,-1.9%
Cc1ccccc1SCCNC(=O)Nc1cc(F)c(F)cc1Cl,3%,2.8%
CCOc1cc(/C=C2\SC(=S)NC2=O)ccc1OS(=O)(=O)c1ccc([N+](=O)[O-])cc1,1%,6.9%
COc1ccccc1C(=O)N1CCN(Cc2ccncc2)CC1,4%,-4.7%
Cc1cc(/C=N/NC(N)=S)c(C)n1-c1cccc(Cl)c1,4%,4.5%
CCOC(=O)C1=C(C)N=c2s/c(=C\c3ccc(O)c(OC)c3)c(=O)n2C1c1ccc(Cl)cc1 (stereo not drawn),0%,-11%
O=C(CSc1ccc2nnc(-c3ccncc3)n2n1)Nc1ccccc1F,-3%,-1.6%
CCN(CC)c1ccc(/C=C2/C(=O)NN(c3ccc(C)cc3)C2=O)c(O)c1,19%,-24%
COc1ccc(NC(=O)/C(C#N)=C/c2ccccc2[N+](=O)[O-])cc1,1%,-4.0%
COC(=O)C(=C/C=C/N(C(C)C)C(C)C)C(=O)OC,3%,-1.0%
COc1ccc(N2CCN(C(=O)COc3ccccc3)CC2)cc1,-1%,-0.6%
O=C(NC1CCCCC1)C(c1ccccc1)N1CCCC1 (stereo not drawn),2%,0.1%
Cc1cc(=O)oc2c1ccc1oc(/C(=N\O)c3ccc(Cl)cc3)c(C)c12,0%,4.8%
Cc1nc(-c2ccccc2)cc(N2CCCC2)n1,-8%,-3.8%

# Among those listed so far, 3 have an NH in an aromatic ring:
SMILES,Rat MKP-3 inhibitors,Hsp70 displacement
Cc1ccc(-n2[nH]c(=O)c(/C=c3/c(C)c(C#N)c4nc5ccccc5n4c3=O)c2O)cc1C,67%*,83%*
CCc1cccc(NC(=O)CN(c2ccc(OC)cc2)S(=O)(=O)c2c(C)n[nH]c2C)c1,-13%,-2.8%
Clc1ccc(CCNc2ncnc3nc[nH]c23)cc1,-6%,-6.4%

# Further structures
SMILES,Rat MKP-3 inhibitors,Hsp70 displacement
CCOC(=O)c1cnc(-n2nc(C)cc2C)nc1N(CC)CC,-14%,2.0%
COC(=O)c1cc(NC(=O)CCc2ccccc2)cc(C(=O)OC)c1,4%,1.0%
CCCCN(CCCC)S(=O)(=O)c1ccc(NS(=O)(=O)c2ccc(NC(C)=O)cc2)cc1,·,-4.5%
C/C(=N\NC(=O)c1cc(C23CC4CC(CC(C4)C2)C3)[nH]n1)c1ccc(N)cc1,0%,0.0%
Cc1ccc(S(=O)(=O)NC(=O)Nc2cc(C)ccc2F)cc1,-9%&-4%,0.8%&-0.7%
CCc1ccc(C(C(=O)NC2CCCCC2)N(C(=O)CNC(=O)c2ccco2)c2cccnc2)cc1 (stereo not drawn),·,-0.3%
Cc1cc(C(C)(C)C)cc(C)c1NC(=O)C(F)(F)F,-1%,-2.3%
Cc1ccc(C(CC(=O)O)C2CCOC(C)(C)C2)cc1 (stereo not drawn),·,7.7%
CCCCOC(=O)c1ccc2c(c1)C1C=CCC1C(c1ccc([N+](=O)[O-])cc1)N2 (stereo not drawn),1%,1.6%
CCCCS(=O)(=O)c1sc2nc3c(cc2c1N)CCCC3,-6%,0.5%
Cc1c(C(=O)OCC(=O)c2c(N)n(CC(C)C)c(=O)n(C)c2=O)oc2ccccc12,-8%,-0.5%
CCOC(=O)c1cc(C(C)(C)C)oc1CNC(=O)c1c(C)oc2c1CCCC2,·,5.7%

# Ordered by value in Hsp70 displacement (ascending): three from the list above.
SMILES,Rat MKP-3 inhibitors,Hsp70 displacement
COc1ccc(N2CCN(C(=O)COc3ccccc3)CC2)cc1,-1%,-0.6%
COC(=O)c1cc(NC(=O)CCc2ccccc2)cc(C(=O)OC)c1,4%,1.0%
Cc1cc(/C=N/NC(N)=S)c(C)n1-c1cccc(Cl)c1,4%,4.5%

# The results go on:
SMILES,Rat MKP-3 inhibitors,Hsp70 displacement
Cc1ccc2nc3c(cc(C(=O)NCC4CCCO4)c(=N)n3CCCOC(C)C)c(=O)n2c1 (stereo not drawn),-16%,-1.0%
COc1ccccc1/C=C1\C(=O)NC(=O)N(c2ccc(Br)cc2)C1=O,2%,-4.9%
CN(C)CCOC(=O)C1(c2ccccc2)CCOCC1,-2%,-2.0%&-0.6%
COc1cc(OC)cc(C(=O)Nc2ccc(OC)c(OC)c2)c1,1%,8.9%
O=C(O)c1cnn(-c2ccccc2)c1-n1cccc1,7%,2.6%
O=S(=O)(c1ccc(S(=O)(=O)N2CCCC3(CCCCC3)C2)cc1)N1CCCCC1,1%,1.5%
Cc1cc(C)cc(-c2nnc(SCC(=O)c3ccc4c(c3)OCCO4)o2)c1,·,-2.3%
CC1CN(Cc2nc3c(c(=O)[nH]c(=O)n3C)n2CC(N)=O)CC(C)O1 (stereo not drawn),-9%,-4.1%
CCCC(=O)NC(c1ccc(OC)cc1)c1ccc(OCC)cc1 (stereo not drawn),4%,5.1%
Cc1cnc(C(=O)N2CCN(S(=O)(=O)c3ccc4ccccc4c3)CC2)cn1,1%,0.8%
COc1ccccc1NC1=NCC(=O)N1Cc1ccccc1,-5%,-6.2%
Cc1cc(Br)ccc1NC(=O)c1ccc(Cl)c([N+](=O)[O-])c1,2%,-5.5%
c1ccc(CN2CCC(Nc3nc(-c4ccccc4)nc4ccccc34)CC2)cc1,·,-2.4%
COc1cc(Br)cc(/C=N/c2ncn[nH]2)c1O,3%&1%,23%&4.2%
C=CCN1C(=O)/C(=C\c2cccs2)SC1=S,0%,-1.6%
CCC(=O)Nc1sc2c(c1C(=O)Nc1ccccc1Cl)CCCC2,1%,0.3%
Cc1nnc(Nc2ccc3c(c2)nc(C)n3C)c2ccccc12,-1%,5.0%
CCOC(=O)Cc1csc(SC(C)C(=O)Nc2ccc(NC(C)=O)cc2)n1 (stereo not drawn),·,-5.5%
O=C1OC(C(=O)O)Cc2ccccc21 (stereo not drawn),·,-4.1%
Cc1ccc(/C=N/c2sc3c(c2C#N)CCC3)s1,-4%,-5.2%
Nc1nonc1-c1noc(N2CCOCC2)n1,-1%,4.4%
CCC(C)Sc1nc2c(cnn2-c2ccc(C)cc2)c(=O)[nH]1 (stereo not drawn),-11%,0.9%
Cc1cc(N2CCCC2=O)cc(C)c1S(=O)(=O)NCCOc1ccccc1,-16%,-4.8%
C=CCNC(=O)c1nc2ccccc2s1,·,4.3%
COc1ccc(NC(=O)c2cc(-c3ccc(OC)c(OC)c3)on2)cc1OC,0%,2.6%
COc1ccc(C(=O)NCCCN2CCOCC2)cc1OC,·,-8.4%
Clc1ccccc1-c1nc(Cc2ccccc2)no1,-3%,3.5%
CCSc1nnc(NC(=O)CCn2c(=O)oc3ccccc32)s1,4%,1.7%
Cc1ccc(NC(=O)CSc2nnc(-c3ccccc3Br)o2)cc1C,1%,-2.9%
Clc1ccccc1-n1nnnc1C(Cl)(Cl)c1nnnn1-c1ccccc1Cl,0%,-1.1%
Cc1cc(C)c2c(c1)/C(=C/C(=O)c1ccc(Br)s1)C(=O)N2,·,3.2%
COc1cc(S(=O)(=O)N(Cc2ccccn2)Cc2ccco2)ccc1-n1cnnn1,·,-1.6%
CC(C)CC(c1nnnn1Cc1ccco1)N1CCN(c2cccc(Cl)c2)CC1 (stereo not drawn),-6%,-1.4%
Cc1cc(NC(=O)c2ccc(N(C)S(=O)(=O)c3ccccc3)cc2)no1,-3%,-0.7%
CCCC(=O)C1=C(O)C(C(=O)OC)C(C)(C)C/C1=N\c1nc2ccccc2[nH]1 (stereo not drawn),-2%,4.9%
CC(C)=C1C2C=CC1C(C(=O)Nc1cc(C)ccc1C)C2C(=O)O (stereo not drawn),-7%,-0.3%
O=C1/C(=C/c2ccco2)N2CCC1CC2,-1%,9.6%
COC(=O)[C@H](CCSC)NC(=O)Nc1ccc(C)cc1C,-8%,-3.8%
COc1ccc(/C=C/C(=O)Nc2sc3c(c2C#N)CC(C)(C)OC3)cc1OC,3%,-1.7%
Cc1cc(C)cc(NC(=O)CSc2nnc(-c3ccccc3C)o2)c1,5%,-1.0%
C=CCCCOc1ccc(C(=O)O)cc1,-8%,3.9%
Cc1cccc(-c2noc(C3CCCCC3)n2)c1,-1%,-4.3%
CNc1nc(-c2ccccn2)nnc1-c1ccccc1,·,-1.0%
Cc1ccc(S(=O)(=O)N2CCCCC2C)cc1 (stereo not drawn),4%,-4.4%
COc1ccc(NC(=O)Nc2nnc(Cc3ccccc3)s2)cc1,0%,-0.9%
CNC(=O)c1ccc(-c2sc3nc(N4CCOCC4)c4c(c3c2N)CCCC4)o1,-4%,-5.9%
COC(=O)C(C)n1cnc2c(nnn2-c2ccc(OC)cc2)c1=O (stereo not drawn),-5%,10%
COc1ccc(CSc2n[nH]c(C)n2)cc1Br,4%,·
CCOc1ccccc1/C=C/C(=O)c1ccc(Br)cc1,0%,3.1%
CC(=O)c1c(N2CCN(C(=O)c3ccco3)CC2)nc(=S)n(-c2ccccc2)c1C,-12%,1.5%
CCc1nc(SCc2ccc(OC)cc2)n[nH]1,1%,2.5%
Cc1sc2nc(-c3ccccc3)[nH]c(=O)c2c1C,0%,3.5%
O=C(COc1ccc(Br)cc1)N1CCN(c2ccccc2)CC1,3%,1.3%&-2.4%
COc1cccc(NC2=C(Cl)C(=O)N(c3ccc(Br)cc3)C2=O)c1,1%,-2.8%
CN(c1ccc(C(N)=O)cc1)S(=O)(=O)c1ccccc1,2%,0.5%
COc1ccc(Cn2nnc3c(=O)[nH]c(C4CCN(C(=O)c5ccccc5Cl)CC4)nc32)cc1,4%,0.7%
CC(=O)N1CCN(Cc2cc(=O)n3cc(Cl)c(C)c(Cl)c3n2)CC1,-8%,-7.9%
CCOc1ccccc1N1C(=O)c2ccc(C(=O)O)cc2C1=O,-11%,-4.1%
O=S(=O)(NNc1ccccc1)c1ccc2ccccc2c1,-1%,1.8%
CC1(C)CC(=O)C2=C(C1)N(Cc1ccccc1)C(=O)C2(O)C(F)(F)F (stereo not drawn),·,1.1%

# Additional results.
SMILES,Rat MKP-3 inhibitors,Hsp70 displacement
O=C(c1cc(-c2ccccc2)on1)N1CCN(C(=O)c2ccco2)CC1,-5%,2.3%
CCOc1cccc(-c2cc(C(=O)Nc3cc(C)ccn3)c3ccccc3n2)c1,-2%,15%
COc1ccc(Cl)cc1C(=O)N1CCN(c2ccccc2)CC1,0%,6.9%
CCOC(=O)CSC1=C(C#N)C(c2ccc(C)cc2)C(C(=O)OC)C(=O)N1 (stereo not drawn),-2%,-0.7%
CC1=C(C)CC(C(=O)Nc2ccc(N3C(=O)c4ccccc4C3=O)cc2)C(C(=O)O)C1 (stereo not drawn),2%,4.4%
Cc1csc2c(C#N)c(=O)c3c(n12)CCC3,-13%,0.8%
Cc1nc(=O)c(-c2ccccc2)c(C)n1-c1ccc(C(=O)O)c(O)c1,3%,0.2%
C=CCN1C(=O)/C(=C\c2cc(Br)c(OCc3ccc(F)cc3)c(OCC)c2)SC1=S,-2%,3.2%
Cc1cc(C)c2c(N)c(S(=O)(=O)c3ccccc3)sc2n1,-13%,-3.6%
CCOCCOC(=O)COc1ccc(N2C(=O)c3ccccc3C2=O)cc1,3%,8.5%
